USP1 inh = blocks the human USP1/UAF1 deubiquitinase complex; O94782; recombinant USP1/UAF1, Ub-Rhodamine cleavage fluorescence; Potency, µM (top dose mostly 57.1 µM), inactives show at the highest dose activity change, negative = inhibition, actives largely listed as inhibitors; 0.23% of 390,000 active; AID 743255; note: potency is the fitted concentration of half-maximal effect; % is set by controls: 0 for no effect and ±100 for the full control effect; nearly all actives have a fitted effect of over 60% in size; inactives centre near -12
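USP1/UAF1 complex (1 nM) preincubated 15 min at room temperature with compound, then Ub-Rho substrate (150 nM final) added. Kinetic fluorescence at 480/540 nm over 6 reads at 60 s intervals; 50 mM HEPES pH 7.8, 0.5 mM EDTA, 0.1 mg/ml BSA, 1 mM TCEP, 0.01% Tween-20.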
D2 antagonist = D2 dopamine receptor (human) antagonism. inhibition, % at 10 µM. HEK293 TREx D2 cells, calcium flux, dopamine EC80. AID 485344. 2% of 340,000 active; in the data active = inhibition above about 30%; note: 0% is about no effect
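In this primary screen, negative modulation is detected by tracking calcium flux after an EC80 dopamine challenge in inducible HEK293 T-REx D2 cells preexposed to test compound for 180 s.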
Pin1 inhibitor = inhibitors of human Pin1; Q13526; Pin1 FP peptide displacement, HiFluor488, 10 min; Potency, µM (doses to about 115 µM), for the others: at the top dose activity, negative = inhibition, hits mostly inhibitors; 0.009% of 390,000 active; active = well fitted inhibition curve with a large enough effect in the polarisation, with a control signal flat, not every such curve was filed as active; inconclusive = small, poorly fitted or top-dose-only effect, or effect the other way, or a change in a side signal; inactive = no such curve, though single readings can be large or run the other way; the % refers to the polarisation; note: potency is the fitted concentration of half-maximal effect; % is set by controls: 0 for no effect and ±100 for the full control effect
Target sequence (Q13526 whole entry, looked up): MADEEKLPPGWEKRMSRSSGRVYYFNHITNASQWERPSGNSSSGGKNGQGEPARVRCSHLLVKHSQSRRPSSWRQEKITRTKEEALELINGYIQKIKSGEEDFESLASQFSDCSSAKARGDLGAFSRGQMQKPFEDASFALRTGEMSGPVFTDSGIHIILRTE
rTrxR1 inhibitor = rat TrxR1 inhibition; O89049; recombinant rTrxR1, NADPH fluorescence consumption, selenite substrate; Potency, µM (top dose mostly 114 µM), inactives show at the highest dose activity change, negative = inhibition, actives largely listed as inhibitors; 1% of 390,000 active; AID 588453; note: potency is the fitted concentration of half-maximal effect; % is set by controls: 0 for no effect and ±100 for the full control effect; nearly all actives have a fitted effect of over 65% in size
Target sequence (O89049 whole entry, looked up): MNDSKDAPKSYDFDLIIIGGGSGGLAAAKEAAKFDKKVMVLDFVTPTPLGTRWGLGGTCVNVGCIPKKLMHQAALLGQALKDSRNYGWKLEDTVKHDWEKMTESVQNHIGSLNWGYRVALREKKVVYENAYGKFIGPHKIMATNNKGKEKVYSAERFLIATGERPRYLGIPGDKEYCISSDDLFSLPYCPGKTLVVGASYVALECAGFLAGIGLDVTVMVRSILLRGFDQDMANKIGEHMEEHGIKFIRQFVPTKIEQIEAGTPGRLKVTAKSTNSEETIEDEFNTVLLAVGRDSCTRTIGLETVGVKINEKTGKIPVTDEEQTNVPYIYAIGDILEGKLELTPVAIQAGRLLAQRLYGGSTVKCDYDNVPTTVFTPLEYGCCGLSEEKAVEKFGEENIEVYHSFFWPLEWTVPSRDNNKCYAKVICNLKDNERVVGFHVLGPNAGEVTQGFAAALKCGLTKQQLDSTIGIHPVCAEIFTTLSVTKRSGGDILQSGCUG
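Rat TrxR1 (90 nM in the dispensed reagent) was pre-reduced with 400 uM NADPH for 5 min at room temperature, then incubated with compound for 15 min. After 400 uM selenite was added, NADPH fluorescence (Ex 340/Em 450 nm) was followed for 8 min.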
D2 ag = activates the human D2 dopamine receptor. P14416. HEK293 T-REx D2 cells, calcium flux agonist mode. activation, % at 2 µM. 0.53% of 340,000 active. AID 485358;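 active = activation over 3 SD above normal in the single-dose calcium agonist read, cut at about 30% in these data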; note: 0% is about no effect
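Agonism is scored from calcium flux in a force-coupled, inducible HEK293 cell line expressing D2, read kinetically for 180 s after compound addition against dopamine controls.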
mIDH1 inhibitor = inhibitors of human mutant IDH1 R132H. 0.093% of 390,000 active. Potency, µM (top dose mostly 76.6 µM), inactives show at the top dose activity change, negative = inhibition, usual class: inhibitors. O75874. IDH1-R132H enzyme, NADPH consumption, diaphorase/resazurin fluorescence; note: potency is the fitted concentration of half-maximal effect; % is set by controls: 0 for no effect and ±100 for the full control effect; nearly all actives have a fitted effect of over 65% in size
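IDH1-R132H (0.5 ug/mL) preincubated 30 min with compound, then NADPH (0.016 mM) and alpha-KG (2 mM) added; 80 min at RT, pH 7.5. Remaining NADPH coupled via diaphorase/resazurin to fluorescence (540/590 nm); concentration-response curves normalized to no-enzyme control.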
TrxR1 substrate = rat thioredoxin reductase 1 substrate activity | O89049 | purified TrxR1 substrate turnover, NADPH consumption readout | Potency, µM (series often up to 114 µM), for inactives: at the highest dose activity change, negative = substrate turnover | 0.01% of 390,000 active; note: potency is the fitted concentration of half-maximal effect; % is set by controls: 0 for no effect and ±100 for the full control effect; nearly all actives have a fitted effect of over 50% in size
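Rat TrxR1, dispensed at 90 nM, was prereduced with 400 uM NADPH (final) for 5 min at ~22 deg C, then incubated with compound 15 min before 400 uM selenite. A first-read NADPH fluorescence drop versus no-compound background flagged substrates.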
TRHR enhancer = TRH receptor (human) allosteric enhancement | TRHR cells, fluo-8 calcium fluorescence, EC20 TRH enhancement | AID 493056 | 0.66% of 360,000 active | enhancement, % at 2 µM; in the data active = enhancement above about 30%; note: 0% is about no effect
Target sequence (P34981 whole entry, looked up): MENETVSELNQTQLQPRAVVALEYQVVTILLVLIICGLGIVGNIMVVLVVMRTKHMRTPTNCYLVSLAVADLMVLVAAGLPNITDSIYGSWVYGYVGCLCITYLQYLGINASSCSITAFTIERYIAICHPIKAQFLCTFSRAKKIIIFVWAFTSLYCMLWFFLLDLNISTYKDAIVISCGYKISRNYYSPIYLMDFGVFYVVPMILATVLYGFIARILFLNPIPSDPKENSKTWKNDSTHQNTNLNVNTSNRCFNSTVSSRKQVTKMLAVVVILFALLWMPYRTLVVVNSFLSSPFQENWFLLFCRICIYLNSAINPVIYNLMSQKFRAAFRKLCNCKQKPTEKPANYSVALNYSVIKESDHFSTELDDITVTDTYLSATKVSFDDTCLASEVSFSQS
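TRHR-expressing cells loaded with fluo-8 calcium dye were read kinetically (ex 480/em 530) during compound addition, then stimulated with an EC20 of TRH (10 nM final). Enhancement of the Gq-mediated intracellular calcium response was scored.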
TRHR ag = activates the human TRH receptor. AID 493084. TRHR cells, calcium flux fluo-8, FDSS agonist mode. 0.18% of 360,000 active. P34981. activation, % at 2 µM; in the data active = activation above about 30%; note: 0% is about no effect
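Fluo-8-loaded TRHR cells; 10 s baseline, compound added, kinetic Ca2+ fluorescence read 1/s, agonist mode.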
The depositor's hits bear a star; ? = inconclusive; / = no result given; [ ] = dose if it differs, or a comment. Unless noted, calls come from the whole dose curve; as a rule, active = well fitted inhibition curve with a large enough effect; inconclusive = small, poorly fitted or top-dose-only effect; inactive = no such curve, though single readings can be large or run the other way. Some of the compounds tested, so the mix of outcomes need not match the whole.

SMILES	USP1 inh	D2 antagonist	Pin1 inhibitor	rTrxR1 inhibitor	D2 ag	mIDH1 inhibitor	TrxR1 substrate	TRHR enhancer	TRHR ag
CC(C)Oc1ccc(C(CCN)C2CCCCC2)cc1 (stereo not drawn)	-25%	4	-12%	-12%	8.5	0%	-4%	2	18
c1ccc(CNCc2ccco2)cc1	-11%	-7	-15%	6%	0.4	12%	0%	4	0.3
Cc1cccc(CSc2nc3ccncc3n2CC(=O)N(C)C2CCCCC2)c1	-9%	/	-4%	-2%	0.6	-21%	-6%	-1	0.4
Cc1c(C=N)c(O)n(C)c(=O)c1C#N	-16%	9	-1%	-1%[57.1 µM]	0.6	22%	2%[57.1 µM]	6	0.0
COc1ccc(S(=O)(=O)N2CCC(=O)N2)cc1	-6%	/	6%	-5%	/	10%	0%	6	0.5
CCOc1ccc(CN2CCNC(=O)C2CC(=O)N(C)Cc2nonc2C)cc1 (stereo not drawn)	-18%	-18	-6%	?	1.2	7%	0%	0	-0.6
COc1ccccc1CNC(=O)c1cc2cc(C)ccc2n1C	-22%	/	-8%	23%	-1.2	-7%	4%	3	-0.2
CCCCN(C(=O)c1cnc(C)cn1)c1c(N)n(CCC)c(=O)[nH]c1=O	3%	-12	1%	-4%	0.1	-16%	-4%	6	0.3
COc1cccc(C2C([N+](=O)[O-])=C(N)Oc3cc(C)oc(=O)c32)c1 (stereo not drawn)	-14%	-2	-13%	-11%[57.1 µM]	-0.7	5%	-6%[57.1 µM]	-1	0.1
CSc1ncccc1C(=O)OCc1ccccc1	3%	14	4%	-5%	-0.9	0%	-12%	2	-0.1
Cc1ccc2nc(-c3ccc4c(c3)OCCO4)cc(C(=O)O)c2c1	0%	/	-5%	-21%	/	26%	-15%	25	-0.3
COc1ccc(S(=O)(=O)NC(C)C(=O)NCc2cccnc2)cc1C (stereo not drawn)	5%	-10	1%	4%	-0.4	0%	-7%	1	0.5
CC(=O)C1=C(c2ccc(Cl)c(Cl)c2)N(C(C)=O)n2c(nnc2-c2ccccc2)S1	-9%	/	-3%	9%[57.1 µM]	0.7	10%	4%[57.1 µM]	-6	0.5
CC(=O)c1ccc(NC(=O)c2ccc(CNc3c(N4CCCC4)c(=O)c3=O)cc2)cc1	-21%	-8	7%	20%	0.1	0%	5%	0	0.1
CCOc1ccc(C(=O)NCc2ccc3c(c2)CCN3C(=O)c2ccc(Cl)cc2)cc1	6%	/	6%	12%[57.1 µM]	0.3	-26%	4%[57.1 µM]	-3	-0.5
Cc1cc(S(=O)(=O)Nc2c(C(=O)O)[nH]c3ccccc23)ccc1F	-21%	14	-25%	2%	-0.6	22%	3%	0	-2.2
Cc1cccc(C2CC(c3ccc(F)cc3)Nc3nc(N)nn32)c1 (stereo not drawn)	-18%	8	1%	18%[57.1 µM]	1.7	-1%	8%	-1	0.8
CCn1c(CNc2ccc(Cl)cc2)nnc1SCc1ccc(C)cc1	-12%	15	-1%	-7%	0.4	-4%	-12%	-15	-1.0
COC(=O)c1ccc(NC(=O)c2cccc(C)c2)cc1	-1%	-6	-2%	12%[57.1 µM]	0.6	5%	-5%	-2	0.0
CCOc1ccc(-n2c(O)c(/C=N/Nc3nc(C)cc(C)n3)c3ccccc3c2=O)cc1	-8%	-12	4%	19%[57.1 µM]	-0.7	3%	-1%[57.1 µM]	14	-0.3
CC(C)N(C(=O)c1ccc(-c2ccccc2F)cc1)C(C)C	-24%	-8	/	17%	-0.5	9%	5%[57.1 µM]	0	0.7
Cc1ccc(CNc2ncnc(N)c2[N+](=O)[O-])cc1	-15%	-5	-11%	20%[57.1 µM]	0.2	8%	6%[57.1 µM]	1	0.1
CCOC(=O)CCSCC(=O)Nc1cc(C)on1	-8%	4	-5%	21%	-1.3	-1%	-1%	4	0.5
CC(C)c1nnc(NC(=O)C2CCCN2C(=O)Nc2ccccc2)s1 (stereo not drawn)	-9%	/	0%	12%	/	-4%	2%	-5	1.1
O=c1c2c3c(sc2[nH]c(=S)n1Cc1ccco1)CCC3	-17%	-1	?	?	-0.4	-17%	-4%	-4	0.4
CCN1CCN(S(=O)(=O)c2ccc(Cl)c(C(=O)Nc3ccccc3N3CCCC3)c2)CC1	-12%	/	-5%	?	/	-6%	3%	3	0.0
Clc1cc2nc[nH]c2cc1Cl	-13%	-12	2%	0%[57.1 µM]	0.1	6%	5%[57.1 µM]	-3	0.2
CC(C)[C@H](NC(=O)c1cc2cc(Cl)ccc2n1C)C(=O)N1CCC(C(=O)O)CC1	-7%	6	0%	37%[57.1 µM]	0.0	0%	5%	1	0.9
COc1ccc(C(=O)CCS(=O)(=O)c2ccc(F)cc2)cc1OC	/	-9	/	/	0.4	/	/	1	-0.6
O=C1NCN(c2ccccc2)C12CCN(CCCC(c1ccc(F)cc1)c1ccc(F)cc1)CC2	9%	69*	?	3%[57.1 µM]	3.9	4%	?	1	0.1
CC(C)(C)c1ccc(NC(=S)NCc2cccnc2)cc1	-18%	-2	-9%	-2%	-1.4	-3%	5%	4	0.8
CCOC(=O)CNC(=O)N1CCN(c2nnc(C)c3c(C)n(-c4ccc(Cl)cc4)nc23)CC1	?	/	3%	11%[57.1 µM]	-0.7	/	-1%[57.1 µM]	7	0.3
Cn1cc(/C=C(\NC(=O)c2ccccc2)C(=O)N2CCOCC2)c2ccccc21	-9%	10	-1%	7%	0.6	4%	-11%	-4	3.2
CSc1cccc(NC(=S)N2CCCN(Cc3cccc(Cl)c3)C2)c1	-26%	-12	8%	13%	-0.1	-6%	-1%	-1	1.2
C=CCNCCCOc1ccc(Cl)cc1C(C)(C)C	-21%	3	-10%	8%	1.9	9%	0%	2	0.3
CCOC(=O)C1CCCN(S(=O)(=O)c2ccc(OC)c3ccccc23)C1 (stereo not drawn)	-17%	-18	2%	1%[57.1 µM]	-2.3	-5%	-6%[57.1 µM]	6	-0.1
Cc1nc(N)c(C#N)c(-c2ccccc2)c1C	-8%	4	2%	10%[57.1 µM]	-0.7	3%	7%[57.1 µM]	3	-0.6
Cc1cccc(N2CCN(C(=O)c3csc4ccccc34)CC2C)c1 (stereo not drawn)	-19%	-12	1%	-12%	-1.4	1%	-13%	3	-1.0
Cc1ccc(-c2nc(C(Cl)Cl)c3ccccc3n2)cc1	-16%	2	-11%	-18%	1.5	0%	-14%	1	0.7
CCCNC(=O)c1ccc(-c2nc(CS(=O)(=O)c3ccc(C)cc3)c(C)o2)cc1	?	/	2%	-13%	-0.3	-2%	21%	-2	-0.3
CSc1nc2ccc(Cl)cc2[nH]1	-4%	3	2%	6%	5.6	10%	2%	6	-0.1
CCOC(=O)CN1CC(C)(C)N(CC(=O)OCC)CC1(C)C	-15%	/	-1%	19%[11.4 µM]	/	1%	8%[11.4 µM]	/	/
COc1ccccc1N1CCN(/N=C/c2cc(OC)c(OC)c(OC)c2)CC1	-7%	17	0%	17%	-0.7	9%	3%	6	-0.5
CC(Nc1nc(C(F)(F)F)nc2ccccc12)c1cccs1 (stereo not drawn)	-1%	-21	-13%	13%	1.3	6%	-3%	9	0.0
COc1cc2c(cc1OC)C(C(=O)N1CCCC1)C(c1ccccc1F)N(C)C2=O (stereo not drawn)	1%	-2	1%	27%[57.1 µM]	0.6	5%	3%[57.1 µM]	2	-0.6
CCc1ccccc1NC(=O)Nc1nnc(N(C)Cc2ccccc2)s1	-25%	/	-1%	14%	-0.9	-1%	-1%	-6	-0.2
CCC1CCCCN1C(=O)/C=C/c1ccc2c(c1)OCO2 (stereo not drawn)	-23%	-7	-4%	10%	0.4	6%	3%	-14	-0.5
O=C(NCCCc1ccccc1)c1cccc(S(=O)(=O)N2CCOCC2)c1	-11%	2	0%	15%	-0.5	-8%	-2%	-2	0.0

Continued; it opens with the three that closed the last part.
SMILES	USP1 inh	D2 antagonist	Pin1 inhibitor	rTrxR1 inhibitor	D2 ag	mIDH1 inhibitor	TrxR1 substrate	TRHR enhancer	TRHR ag
CCc1ccccc1NC(=O)Nc1nnc(N(C)Cc2ccccc2)s1	-25%	/	-1%	14%	-0.9	-1%	-1%	-6	-0.2
CCC1CCCCN1C(=O)/C=C/c1ccc2c(c1)OCO2 (stereo not drawn)	-23%	-7	-4%	10%	0.4	6%	3%	-14	-0.5
O=C(NCCCc1ccccc1)c1cccc(S(=O)(=O)N2CCOCC2)c1	-11%	2	0%	15%	-0.5	-8%	-2%	-2	0.0
COC(=O)c1cc(C(=O)NCc2ccc3c(c2)OCO3)cc([N+](=O)[O-])c1	-22%	-3	4%	28%	0.2	2%	5%	-2	0.1
CC(NC(=O)c1ccc(Br)o1)C1CCCO1 (stereo not drawn)	-7%	/	-11%	6%	/	-14%	2%	-6	-0.4
CCCC1CCc2c(sc(N)c2C(N)=O)C1 (stereo not drawn)	-23%	3	-1%	?	-1.0	2%	-1%	2	-0.8
O=C(NCSC1=NCCS1)c1ccccc1	-1%	-8	-7%	12%	0.2	2%	3%	-2	-0.2
Cc1oc(C(N)=O)cc1COc1ccc(C(N)=O)cc1	3%	-4	0%	4%[57.1 µM]	0.2	8%	-2%	-5	0.2
Cc1ccc(S(=O)(=O)n2nc(OC(=O)c3ccccc3F)cc2N)cc1	-21%	-13	0%	-61%	3.3	2%	4%[57.1 µM]	-5	0.0
O=C(Nc1nnc(C2CC2)o1)c1ccc(S(=O)(=O)N2CCc3ccccc3C2)cc1	-20%	/	-1%	38%	/	-10%	5%	-4	-0.8
COC(=O)c1ccc(C(=O)OC)c(NC(=O)CN(C)Cc2cccc(Cl)c2Cl)c1	-12%	-9	16%	1%	0.0	0%	4%	19	-0.1
Cc1ccc(C(=O)CSc2nc(N)cc(=O)[nH]2)cc1	6%	2	-2%	28%	1.1	3%	0%	-5	-0.2

Bioassay records (PubChem)
